TbREL1 inh: TbREL1 inhibition, primary screen; AID 1117264; inhibition, % at 9.66 µM; TbREL1 RNA ligation, FRET fluorescence; actives 0.49% (n = 89,000); P86926;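 active means inhibition above the mean inhibition across all screened compounds plus 3 SD, cut at about 11% in these data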;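 further: 0% = plate median of test wells and 100% = NSC42067 control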
Target sequence (P86926 whole entry, looked up): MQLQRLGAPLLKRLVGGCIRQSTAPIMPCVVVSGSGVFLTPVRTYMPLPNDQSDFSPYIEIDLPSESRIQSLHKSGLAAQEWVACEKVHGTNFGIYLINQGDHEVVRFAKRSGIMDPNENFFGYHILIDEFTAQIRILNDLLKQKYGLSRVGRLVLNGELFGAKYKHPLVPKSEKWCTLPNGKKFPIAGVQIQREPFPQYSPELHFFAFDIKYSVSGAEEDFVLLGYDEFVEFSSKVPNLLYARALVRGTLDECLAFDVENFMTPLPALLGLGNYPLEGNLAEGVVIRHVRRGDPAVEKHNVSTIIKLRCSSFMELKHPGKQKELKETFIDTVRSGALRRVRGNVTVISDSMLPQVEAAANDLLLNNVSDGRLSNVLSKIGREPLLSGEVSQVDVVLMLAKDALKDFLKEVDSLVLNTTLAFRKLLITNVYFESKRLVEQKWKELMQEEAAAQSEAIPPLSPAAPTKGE
An asterisk follows results filed as active. Some of the compounds tested, so the mix of outcomes need not match the whole.

TbREL1 inh	molecule
-1	COc1ccc(C)cc1Nc1n[n+](-c2ccccc2)c(-c2cc(OC)c(OC)cc2Br)s1
-3	COCCN1CCN(C(=O)c2ccc3nc(Cc4ccc(OC)c(OC)c4)oc3c2)CC1
0	Cc1ccc(C)c(N(CC(=O)NC2CCCC2)C(=O)c2csnn2)c1
0	Nc1[nH]n(-c2ccccc2)c(=O)c1N=Nc1ccc(F)cc1
-5	COC(=O)c1ccc(-n2c(C)cc(C(=O)COC(=O)C3=COCCO3)c2C)cc1
3	CC(C)c1csc(CN2CCC(CO)(Cc3cccc(F)c3)CC2)n1
-3	CCOC(=O)N1CCC(N(CCOC)C(=S)Nc2cccc(SC)c2)CC1
6	O=C1OCCN1C(=O)[C@H]1[C@H](c2ccc([N+](=O)[O-])cc2)C(c2ccc(F)cc2)=NN1c1ccc(Br)cc1
-6	Nc1c(Cl)cc(-c2csc(N3CCCC3c3nc4cc(Cl)c(N5CCCCC5)cc4n3CCOCCO)n2)cc1Cl (stereo not given)
-2	CCN(C(=O)COC(=O)C1CCN(S(=O)(=O)c2ccc3c(c2)OCCO3)CC1)C1CCS(=O)(=O)C1 (stereo not given)
-3	CSCC[C@H](NC(=O)C1=NN(c2c(F)c(F)cc(F)c2F)C(=O)CC1)c1nc2ccccc2[nH]1
1	Cc1nn(C)cc1/C=N\NC(=O)c1ccc(Cn2cc(Cl)cn2)cc1
2	COc1cc2c(cc1OC)CN(c1nc(CN3CCCCC3)nc3sc4c(c13)CCCC4)CC2
-2	CCCCn1c(N)c(N(Cc2ccccc2OC)C(=O)c2sccc2C)c(=O)[nH]c1=O
11	O=C(O)CCCN1C(=O)/C(=C\c2ccc(-c3nc4ccccc4s3)o2)SC1=S
0	Cc1ccc(C)c(N2N=C(C(=O)N(CC(C)C)c3c(N)n(Cc4ccccc4)c(=O)[nH]c3=O)CCC2=O)c1
-1	Cc1ccc(C(=O)OCC(=O)N2CC(C)CC(C)C2)cc1S(=O)(=O)N1CCCCC1 (stereo not given)
-1	Cc1[nH]c2ccccc2c1C(=O)C(=O)N1CCN(c2ccccc2)CC1
6	COC(=O)C1=C(C)N(Cc2ccccc2)C(=NCCCCO)N[C@H]1CCc1ccccc1
0	O=C(O)C1=NOC(CNC(=O)c2ccccc2Cl)C1 (stereo not given)
2	N#CC1=C(N)SC(N)=C(C#N)C1CCc1ccccc1
0	CC(C)Oc1ccc(CNC(=O)CCC(=O)N2CC(C)Sc3ccccc32)cc1 (stereo not given)
6	c1ccc2c(c1)Cn1c-2nc2ccccc21
2	COc1ccc(S(=O)(=O)N2CCCC(C(=O)N3CCOCC3)C2)cc1OC (stereo not given)
0	O=C(c1ccc(S(=O)(=O)N2CCOCC2)cc1)N1CCCc2ccccc21

Additional structures:
TbREL1 inh	molecule
2	O=C(COC(=O)c1ccc(S(=O)(=O)N2CCCC2)cc1)NCc1ccco1
-1	CC1(C)OC(=O)N(c2ccccc2)C12C=Cc1cc(Br)ccc1O2 (stereo not given)
4	COc1cc(NS(=O)(=O)c2ccc(NS(=O)(=O)c3ccc(NC(C)=O)cc3)cc2)nc(OC)n1
-2	CCN(CC)C(=O)Cn1c(=O)n(CCCCCC(=O)Nc2ccccc2)c(=O)c2sccc21
-4	C[C@H](CO)N1C[C@H](C)[C@@H](CN(C)Cc2ccc(Cl)c(Cl)c2)Oc2ccc(NC(=O)Cn3cnnn3)cc2C1=O
0	COc1cc(CNCCNC(=O)c2cccs2)cc(OC)c1OC
-1	Brc1ccccc1-n1nnc(-c2ccnc3ccccc23)n1
-1	COc1cccc(/C=C/C(=O)OCC(=O)N2CCN(c3ccccc3)CC2)c1
-5	Cn1cc(CC(=O)Nc2ccc(Nc3cccnc3)c(Br)c2)c2ccccc21
1	Nc1nnc(-c2ccc(Cl)cc2)o1
0	CCN(CC(=O)Nc1c(F)cccc1F)C(=O)c1cnccn1
6	O=C(CSc1nnc2ccccn12)NNC(=O)c1ccc(Cl)cc1
-2	N#Cc1ccc(C(=O)N2CCC3CC2c2cc(-c4ccc(F)cc4)ccc23)cc1 (stereo not given)
-4	CCOc1ccc(C2C(C(=O)C3CC3)N3C=C(C#N)C=CC3C2(C#N)C#N)cc1 (stereo not given)
-4	CCNc1nc(N)nc(Oc2ccc(OCCOc3ccc(Cl)cc3Cl)nn2)n1
2	O=C(c1ccc(S(=O)(=O)c2ccccc2Cl)c([N+](=O)[O-])c1)N1CCCCCC1
-1	CC(C)COc1ccc(CNC(=S)NCc2ccccc2)cc1
-2	Cc1ccc(C)c(S(=O)(=O)N2CCN(C(=O)CCNC(=O)c3ccc(Br)cc3)CC2)c1
1	O=C(Nc1ccccc1C(=O)N/N=C/c1ccc(F)cc1)c1ccccc1Br
3	COc1ccc(-c2nnc(SC(C)C(=O)Nc3nccs3)n2Cc2ccccc2)cc1OC (stereo not given)
-2	COc1cccc(C(NC(C)=O)c2nc(-c3ccoc3)cs2)c1 (stereo not given)
0	CC(=O)/C(C#N)=C1\NC(=O)C(Cc2ccccc2Cl)S1 (stereo not given)
3	Cc1cccc(NC(=O)CCS(=O)(=O)c2cccc3nsnc23)c1C
-1	COc1ccc(C2N(C(=O)c3ccccc3)CCN2C(=O)c2ccccc2)cc1
-1	O=C(Cn1cnc2ccccc2c1=O)N1CCCCC1

A different layout for some results above.
CC(C)COc1ccc(CNC(=S)NCc2ccccc2)cc1
- TbREL1 inh: -1
Cc1ccc(C)c(S(=O)(=O)N2CCN(C(=O)CCNC(=O)c3ccc(Br)cc3)CC2)c1
- TbREL1 inh: -2
O=C(Nc1ccccc1C(=O)N/N=C/c1ccc(F)cc1)c1ccccc1Br
- TbREL1 inh: 1
COc1ccc(-c2nnc(SC(C)C(=O)Nc3nccs3)n2Cc2ccccc2)cc1OC (stereo not given)
- TbREL1 inh: 3

Some of the entries so far, as a markdown table.
| smiles | TbREL1 inh |
| --- | --- |
| CC1(C)OC(=O)N(c2ccccc2)C12C=Cc1cc(Br)ccc1O2 (stereo not given) | -1 |
| COc1cc(NS(=O)(=O)c2ccc(NS(=O)(=O)c3ccc(NC(C)=O)cc3)cc2)nc(OC)n1 | 4 |
| CCN(CC)C(=O)Cn1c(=O)n(CCCCCC(=O)Nc2ccccc2)c(=O)c2sccc21 | -2 |
| C[C@H](CO)N1C[C@H](C)[C@@H](CN(C)Cc2ccc(Cl)c(Cl)c2)Oc2ccc(NC(=O)Cn3cnnn3)cc2C1=O | -4 |
| COc1cc(CNCCNC(=O)c2cccs2)cc(OC)c1OC | 0 |
| Brc1ccccc1-n1nnc(-c2ccnc3ccccc23)n1 | -1 |

Carrying on.
TbREL1 inh	molecule
-4	CN(C)CCN1CCN(C2CN(Cc3cn(Cc4cccc(Cl)c4)nn3)S(=O)(=O)C2)CC1 (stereo not given)
0	COC(=O)c1ccc2c(=O)n(CCCCCC(=O)N3CCN(c4ccc(F)cc4)CC3)c(=O)[nH]c2c1
-2	CC(C)Cc1nnc(NC(=O)CCc2c[nH]c3ccccc23)s1
-1	Clc1ccccc1N1CCN(C2=Nc3ccccc3Sc3ccccc32)CC1
-1	COc1cc(C(=O)NNC(=O)c2cc(C)[nH]n2)cc(OC)c1OC
2	Cc1c(NC(=O)COC(=O)c2ccc(F)c(S(=O)(=O)N3CCOCC3)c2)c(=O)n(-c2ccccc2)n1C
3	O=C(c1ccc(Br)c([N+](=O)[O-])c1)N1CCN(Cc2ccccc2)CC1
-2	COc1cc(C2C(C(=O)c3ccco3)=C(O)C(=O)N2c2cc(C)on2)ccc1OCc1ccccc1 (stereo not given)
-1	CN(C)CCN(C(=O)CCc1ccccc1)c1nc2c(F)cc(F)cc2s1
0	CC1CCCN(S(=O)(=O)c2ccc(NC(=O)CN3CCCCC3)cc2)C1 (stereo not given)
-3	CCOc1cc(C2C(C#N)=C(N)Oc3n[nH]c(CC)c32)ccc1OCCN1CCOCC1 (stereo not given)
0	N#CCN(C(=O)COC(=O)C1CC2CCCC(C1)C2=O)c1ccccc1 (stereo not given)
1	O=C(COc1ccc(Br)cc1CO)Nc1ccc(S(=O)(=O)N2CCCCC2)cc1
-3	CN(c1ccc(OCC(=O)N2CCC(C(N)=O)CC2)cc1)S(=O)(=O)c1cccs1
-2	N/C(COc1ccccc1)=N\NS(=O)(=O)c1ccccc1
5	Cc1ccccc1-n1c(=S)[nH]c2nc3c(cc2c1=O)COC(C)(C)C3
-3	Cc1ccccc1NNC(N)=S
6	CCOC(=O)c1c(C)n(C)c2ccc(OCC(N)=O)cc12
-2	c1c(CC2CCCC2)nnn1C[C@H]1CC[C@@H]([C@@H]2CC[C@H](Cn3cc(CC4CCCC4)nn3)O2)O1
-1	CCOC(=O)c1cnc2c(Cl)c(Cl)ccc2c1N1CCN(C)CC1
1	Cc1cccc(N(CC(=O)O)CC(=O)O)c1
-1	Cc1ccc(NC(=O)N2CCC(O)(c3ccc(Cl)cc3)CC2)cc1
1	C=CCNC(=O)c1ccc(-c2nc3ccccc3nc2-c2ccccc2)cc1
1	Cc1ccc(-c2cc(O)cc3sc(=O)oc23)cc1C
-6	CCOC(=O)CC(=O)CSc1nc2ccc(OC)cc2cc1C

Next part.
TbREL1 inh	molecule
-3	CCOC(=O)C1CCCN(c2c(N3CCN(c4cccc(Cl)c4)CC3)c(=O)c2=O)C1 (stereo not given)
-1	CN(C(=O)c1cccc(NC(=O)Cc2ccc(NC(=O)C3CCCN(C(=O)C4CCC4)C3)cc2)c1)C1CCCC1 (stereo not given)
0	Cc1ccccc1NS(=O)(=O)c1ccc(NC(=O)c2nc3ncccn3n2)cc1
2	CCN(CC)C(=O)C1CCN(CC2CC=CCC2)CC1 (stereo not given)
0	O=C(NNC(=O)C1CC(c2cccs2)=NO1)Nc1ccccc1 (stereo not given)
0	C=CCn1c(COc2ccccc2)nnc1SCC(=O)N/N=C/c1ccc(C)cc1
-2	COc1ccc(-c2cc(=O)n(CCC#N)[nH]2)cc1
-1	CC(/C=N/N1CCN(c2ccc(C)cc2)CC1)=C\c1ccccc1
3	O=C(CNCc1ccc(Cl)cc1)Nc1ccc(C(=O)N2CCCCCC2)cc1
0	O=C(CN1CCC(NC(=O)C2CCCCC2)CC1)Nc1cccc(F)c1
4	O=C(CSc1ccsc1[N+](=O)[O-])NCCc1ccccc1
7	O=C(NCc1ccc(Cl)cc1Cl)C1CCN(S(=O)(=O)c2ccc3c(c2)OCCCO3)CC1
0	Cc1ccc(S(=O)(=O)N2[C@@H](c3cccc4ccccc34)C(C(=O)O)=C[C@H]2C(C)(C)C)cc1
2	Cc1nn(-c2cc(Cl)ccc2N)c(=O)c2ccccc12
-1	CS(=O)(=O)N(Cc1ccccc1)c1ccc(C(=O)Nc2ccc(C(N)=O)cc2)cc1
2	O=C1C=C(c2ccccc2Oc2ccccc2)C[C@@H](c2ccc3c(c2)OCO3)C1
2	Cn1c(=O)c([N+](=O)[O-])c(-n2ccnc2)c2ccccc21
-1	O=C(CCS(=O)(=O)c1ccccc1)NNC(=O)CSc1ccccc1F
-2	CC1CC(C)CN(C(=O)COC(=O)CNS(=O)(=O)/C=C/c2ccccc2)C1 (stereo not given)
-5	CSc1ccccc1NC(=O)C1C2CCC(C2)C1C(=O)O (stereo not given)
0	Cc1nc(N2CCOCC2)nc2c1CCCC2
-1	COc1cc(OC)cc(C(=O)N[C@H](C(=O)OCC(=O)N2CCN(S(=O)(=O)c3ccc(C)cc3)CC2)C(C)C)c1
3	CN(C)S(=O)(=O)c1cccc2c1C(=O)c1ccccc1C2=O
2	Cc1ccc2c(c1)N(C(C)C(=O)NCc1cccs1)C(=O)CO2 (stereo not given)
-2	CCCC(=O)N1c2ccc(-c3csc(N)n3)cc2CC1C (stereo not given)

The list continues.
TbREL1 inh	molecule
-4	CCOC(=O)c1cccc(-n2c(C)nc3ccccc3c2=O)c1
3	COC(=O)c1sccc1NC(=O)Nc1ccc(F)cc1
8	COC(C(=O)Nc1ccc(Br)cc1F)c1ccccc1 (stereo not given)
0	CC1CCN(C(=O)c2ccc(CNc3c(N4CCCC4)c(=O)c3=O)cc2)CC1
2	OC[C@H]1O[C@@H](Oc2ccc3cc(Br)ccc3c2)[C@H](O)[C@@H](O)[C@H]1O
2	O=C(OCCc1cc2ccccc2c(=O)o1)N1CCOCC1
-2	CCCCCCN1C[C@@H](O)[C@H](n2cc(C3CC3)nn2)C[C@@H]1c1ccc(C)cc1
0	CCCOc1nccc2c1n(C)c(=O)n2C
-3	CC(Sc1ccc(Cl)cc1)C(=O)NCC(c1ccco1)N1CCCCC1 (stereo not given)
-1	CCC(=O)NCCNc1nc2cc(C)cc(C)c2cc1C#N
1	O=C(NNc1nc2ccc(F)cc2s1)c1cccc(F)c1
1	Oc1ccc(Cl)cc1-c1cc(C(F)(F)C(F)F)nc(-c2ccccc2)n1
-4	C[C@@H]1CCCCO[C@H](CN(C)C(=O)Nc2ccc(F)cc2)[C@@H](C)CN([C@H](C)CO)C(=O)c2cc(NC(=O)c3ccccc3)ccc2O1
1	CC(=O)c1cccc(NC(=O)N2CCCC2C(=O)NCc2ccc3c(c2)OCO3)c1 (stereo not given)
0	N#Cc1ccccc1OCC(=O)NNC(=O)c1ccncc1
-7	Cc1cc(C(=O)COC(=O)C2=COCCO2)c(C)n1-c1cccc(F)c1
1	Cc1ccc(-n2nnnc2SCC#N)cc1
-3	COc1ccc(Cl)cc1NC(=O)CN(C)C(=O)c1cccc(-n2cnnn2)c1
1	COc1ccc([C@H]2OC(=O)C[C@H]2C(=O)N2CCCC2)cc1OC
1	Cc1cc(=O)oc2cc(OCC(=O)N3CCCc4ccccc43)ccc12
5	CC1(C(=O)NCc2cc(F)cc(C(F)(F)F)c2)C=CC2(CCCCC2)N1C(=O)c1ccccc1 (stereo not given)
-6	O=C(Nc1cc(C(F)(F)F)ccc1N1CCCC1)C1CC(=O)N(Cc2ccccc2)C1 (stereo not given)
-3	N#Cc1ccccc1NC(=O)CNc1ccccc1N1CCCCC1
-5	COc1ccc(N2CCN(CCCNC(=O)C3CCCN(S(=O)(=O)c4cnc[nH]4)C3)CC2)cc1 (stereo not given)
